HGIII-sPLA2 inh: Blocks human group III sPLA2 activity; Q9NZ20; 0.56% of 370,000 active; QFRET BODIPY PC-A2 liposome hydrolysis, fluorescence; inhibition, % at 12.2 µM;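 active means inhibition above mean plus 3 SD of compounds lying within the high and low control bounds, cut at about 19% in these data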;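 further: 0% = median of test compound wells and 100% = no enzyme DMSO wells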
PLCb3 inh: inhibitors of human phospholipase C beta3 | 0.18% of 370,000 active | Purified PLC-beta3, fluorogenic substrate, fluorescence | inhibition, % at 12.2 µM | Q01970; in the data active means inhibition above about 11%;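 further: 0% = median of compound wells on plate and 100% = full blocker control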
Target sequence (Q01970 whole entry, looked up): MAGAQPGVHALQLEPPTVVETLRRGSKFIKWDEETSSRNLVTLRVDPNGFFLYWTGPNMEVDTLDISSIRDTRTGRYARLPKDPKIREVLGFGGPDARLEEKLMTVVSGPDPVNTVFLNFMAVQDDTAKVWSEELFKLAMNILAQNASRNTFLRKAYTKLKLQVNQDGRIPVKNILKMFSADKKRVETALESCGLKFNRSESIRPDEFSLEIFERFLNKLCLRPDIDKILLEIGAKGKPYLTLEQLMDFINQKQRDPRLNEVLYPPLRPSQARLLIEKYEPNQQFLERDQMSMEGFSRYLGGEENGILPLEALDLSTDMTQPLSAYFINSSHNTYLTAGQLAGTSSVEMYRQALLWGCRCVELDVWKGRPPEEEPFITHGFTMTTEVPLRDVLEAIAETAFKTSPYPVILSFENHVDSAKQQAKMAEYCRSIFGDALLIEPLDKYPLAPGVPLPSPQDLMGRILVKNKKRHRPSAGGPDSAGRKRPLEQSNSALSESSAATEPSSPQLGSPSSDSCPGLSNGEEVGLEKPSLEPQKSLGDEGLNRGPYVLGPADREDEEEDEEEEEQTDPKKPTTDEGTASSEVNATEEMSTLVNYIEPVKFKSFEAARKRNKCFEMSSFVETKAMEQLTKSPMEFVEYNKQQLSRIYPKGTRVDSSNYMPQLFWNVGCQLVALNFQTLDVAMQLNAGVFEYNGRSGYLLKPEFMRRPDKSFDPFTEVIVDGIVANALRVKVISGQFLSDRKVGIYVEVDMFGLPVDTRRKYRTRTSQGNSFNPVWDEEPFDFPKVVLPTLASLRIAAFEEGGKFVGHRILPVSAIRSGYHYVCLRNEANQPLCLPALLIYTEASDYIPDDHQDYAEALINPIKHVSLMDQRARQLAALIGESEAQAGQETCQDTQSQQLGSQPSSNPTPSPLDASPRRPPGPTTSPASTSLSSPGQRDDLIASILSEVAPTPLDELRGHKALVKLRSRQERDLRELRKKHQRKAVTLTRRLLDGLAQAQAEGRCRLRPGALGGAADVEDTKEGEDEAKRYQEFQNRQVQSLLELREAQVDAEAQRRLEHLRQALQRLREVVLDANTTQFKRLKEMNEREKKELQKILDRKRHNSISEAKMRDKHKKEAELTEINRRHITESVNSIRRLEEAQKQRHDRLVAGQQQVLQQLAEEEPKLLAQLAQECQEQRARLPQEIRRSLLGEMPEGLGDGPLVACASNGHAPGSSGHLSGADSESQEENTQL
Rev-erbA mod: Rev-erb alpha (human) modulation | Rev-erbα–FITC-DNA binding, fluorescence polarization, 90 min | activity, % at 10 µM | 0.79% of 370,000 active | AID 1259318;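 active means activity above about 14%, limit read from the data; passing the limit was not always enough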;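 further: 0% = DMSO wells with 35 nM protein and 100% = DMSO wells with 750 nM protein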
SMARCA2 act: SMARCA2 function activation, primary screen; AID 652017; 1% of 370,000 active; activation, % at 9.1 µM; MG213 cells, MMTV-luciferase reporter, dexamethasone, overnight; in the data active means activation above about 7.8%;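 further: 0% = vehicle wells and 100% = reference activator wells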
hgDAF-12 ag: agonists of H. glycines DAF-12 nuclear receptor | HEK293 GAL4-hgDAF12 UAS-luciferase reporter, agonist luminescence; normalized to butyrate control | 1.8% of 370,000 active | activation, % at 6.8 µM | AID 687014;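 active means activation above a cutoff set at the mean of all screened compounds plus 3 SD, cut at about 10% in these data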;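 further: 0% = DMSO wells and 100% = sodium butyrate wells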
PG9 binder: binds the HIV-1 gp120 antibody PG9; TR-FRET gp120-PG9 antibody binding; inhibition, % at 6.7 µM; 0.43% of 360,000 active; in the data active means inhibition above about 8.5%
DAX1 inh-1: inhibits human nuclear receptor DAX1. P51843. HEK293 Gal4-DAX1 luciferase reporter, luminescence. AID 504766. 0.99% of 340,000 active. inhibition, % at 6.75 µM;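 active means inhibition above the mean over all tested compounds plus 3 SD, cut at about 4.2% in these data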;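 further: 0% = DAX1-transfected cells with DMSO and 100% = empty-vector control cells with DMSO; inhibition shows as a rise in luminescence from relieved DAX1 repression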
ssDAF-12 act: activates DAF-12 receptor from parasite S. stercoralis | HEK293 ssDAF-12/GRIP1 lit1-tk-luc reporter, luminescence; % of 3 µM dafachronic acid response | AID 652126 | activation, % at 6.8 µM | 1% of 370,000 active;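 active means activation above the mean over all tested compounds plus 3 SD, cut at about 0.9% in these data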;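 further: 0% = DMSO-only wells and 100% = 3 µM delta7-dafachronic acid wells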
hcDAF12 agonist: activators of H. contortus DAF-12 nuclear receptor; HEK293 hcDAF-12 lit1-tk-luc reporter, luminescence; 0% DMSO, 100% Δ7-dafachronic acid; activation, % at 6.8 µM; 1.4% of 370,000 active;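 active means activation above the mean of all tested compounds plus 3 SD, cut at about 5.5% in these data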;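 further: 100% = response to 3 µM Δ7-dafachronic acid high control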
GAA850 FXN act: frataxin GAA850 promoter activation | HEK293 lucGAA850 FXN promoter luciferase reporter, 24 h; percent of 10 µM SAHA response | activation, % at 6 µM | 0.56% of 360,000 active;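 active means activation above the average of all compounds screened plus 3 SD, cutoff fixed separately per campaign, cut at about 7.5% in these data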;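 further: 0% = DMSO wells and 100% = 10 µM SAHA wells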
DAX1 inh-2: inhibitors of DAX1 repression of SF-1 activated StAR promoter. HEK293T StAR-luciferase reporter, SF-1/DAX-1 repression relief. inhibition, % at 6.8 µM. 1.1% of 370,000 active. AID 652010;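 active means inhibition above the mean over all tested compounds plus 3 SD, cut at about 3.6% in these data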;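 further: 0% = DAX-1 cells with DMSO and 100% = cells lacking DAX-1 with DMSO; higher inhibition means more luminescence from relief of DAX-1 repression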
* marks the source's active call; other numbers are inactive results; i = inactive; / = not tested or not shown. Not a hit list; overall some 7% were active at least once.

SMILES | HGIII-sPLA2 inh | PLCb3 inh | Rev-erbA mod | SMARCA2 act | hgDAF-12 ag | PG9 binder | DAX1 inh-1 | ssDAF-12 act | hcDAF12 agonist | GAA850 FXN act | DAX1 inh-2
Cc1cc(C(=O)Nc2ncn(Cc3ccc(F)cc3)n2)ccc1[N+](=O)[O-] | 8 | -6 | -3 | -4 | 0.2 | -0.3 | 0.0 | -2.1 | -0.9 | -2.1 | -0.8
C=CCNC(=O)CN1N=C(c2ccc(C)cc2)CCC1=O | -2 | -7 | 0 | -1 | -1.4 | -0.3 | -0.5 | -1.4 | 2.0 | 0.4 | 0.5
O=C(/C=C\c1cccs1)c1c(O)ccc2ccc(=O)oc12 | -4 | -26 | -2 | 0 | 4.6 | 0.2 | -0.4 | 0.2 | 3.9 | 2.1 | -0.8
O=C(CSc1nc(-c2cccs2)cc(C(F)(F)F)n1)Nc1cc(OCC(F)(F)C(F)F)cc([N+](=O)[O-])c1 | 7 | 0 | 1 | -3 | -0.3 | 1.9 | -0.4 | -1.8 | -1.6 | -0.3 | -0.3
COC(C[C@@H]1O[C@H]1[C@@H](O)COCc1ccccc1)OC | 9 | 1 | -5 | -1 | 0.0 | -1.7 | 0.1 | -1.1 | -1.1 | 1.4 | 0.0
Cn1cnnc1SCC(=O)NC(=O)NCc1ccccc1 | 6 | 0 | -1 | 3 | 1.2 | -0.5 | 2.5 | -1.0 | -0.3 | 2.0 | -0.4
O=c1c2cc3cc(Cl)ccc3nc2ncn1CCc1ccc(O)cc1 | -15 | -9 | 5 | 1 | 2.5 | / | / | 0.3 | 2.8 | / | 0.7
COc1cc2cc(C(=O)Nc3ccccc3)c(N)nc2cc1OC | -1 | i | 1 | 2 | 2.9 | 1.8 | 0.4 | -0.8 | -0.6 | 1.0 | -0.3
Cc1c(C(=O)Nc2cccnc2)oc2ccc(Br)cc12 | -3 | -2 | 3 | 7 | 14* | -2.8 | 3.7 | 1.7* | 5.2 | 3.5 | 0.5
O=C(/C=C/c1ccco1)NC(=S)Nc1nc(-c2ccc(Cl)cc2)cs1 | -4 | -1 | 4 | 4 | 5.1 | -2.2 | -0.9 | -1.2 | 3.2 | 3.1 | -0.3
Oc1ccccc1-c1nnc(SCCN2CCOCC2)n1Cc1ccccc1 | 12 | -1 | 1 | -8 | 0.1 | -0.7 | 0.1 | 1.1* | 6.9* | -2.2 | 0.4
O=S(=O)(NC1CC1)c1ccc(Cl)cc1 | -2 | -6 | 4 | -2 | -0.5 | 2.4 | -0.8 | -0.3 | -1.7 | -0.5 | -0.1
NC(=O)Cn1nc([N+](=O)[O-])nc1Oc1ccccc1F | -2 | -3 | -10 | 2 | 0.3 | -0.9 | -0.2 | -0.2 | -0.1 | 1.9 | 0.0
Cc1ccc(C(=O)Nc2ccc(N3CCN(C(=O)c4ccco4)CC3)cc2)cc1 | 3 | -7 | -3 | -3 | -5.2 | -0.5 | -0.1 | -2.4 | -1.6 | -0.3 | -0.8
Cc1csc(NC(=O)/C=C/c2ccc(C)o2)n1 | 2 | -4 | -3 | 5 | 4.0 | -0.6 | -0.6 | -0.8 | 1.4 | 4.0 | 0.3
CNC(=S)NNC(=O)COc1ccc(C)c(C)c1 | 28* | -4 | 4 | -2 | -2.6 | -0.5 | 0.9 | -1.2 | -1.9 | 1.2 | -0.2
Cc1ccccc1-n1c(SCc2cccc(F)c2)nc2[nH]ncc2c1=O | -36 | 1 | 3 | -3 | -6.0 | -0.2 | -0.6 | -1.5 | -3.0 | 2.3 | 0.8
Cc1ccc(C)c(/C=N/Nc2nc3ccccc3c(=O)n2O)c1 | 5 | -54 | 4 | 1 | 2.6 | -0.9 | / | -1.5 | -0.6 | 1.6 | 0.6
CCN(CCn1cccn1)C(=O)c1cccc(OC2CCN(S(C)(=O)=O)CC2)c1 | 5 | -7 | 1 | -1 | 1.7 | -1.9 | 0.0 | -0.9 | -1.1 | -1.4 | 0.3
CCN(CC)C(=O)Cn1c(=O)n(-c2ccccc2)c(=O)c2sccc21 | 3 | -6 | -4 | -3 | -0.6 | -1.2 | -1.3 | -0.6 | 2.2 | 1.0 | 0.8
Cc1cc(=O)c(C(=O)c2ccccc2)c(C)o1 | 2 | -4 | 3 | -2 | 2.0 | -0.6 | 1.2 | -1.7 | -0.9 | -0.4 | -0.2
CC(CC(c1ccccc1)N1CCc2ccccc2C1)=NO (centres undefined) | -6 | 1 | 6 | 0 | -0.2 | -1.3 | 0.0 | -0.8 | -0.4 | -0.8 | -1.7
COc1ccc(-c2nc(C)ncc2N=Nc2ccccc2)cc1 | 5 | 4 | 2 | 1 | 1.4 | -0.3 | -0.8 | -1.1 | -0.9 | 1.9 | -1.3
Cc1c(Br)cc(C(=O)N2CCCC2)c(C)c1C | -3 | 1 | 2 | -2 | 0.0 | -0.8 | -0.8 | -1.2 | -1.3 | 3.5 | 0.0
O=C(C1CCCO1)N1CCN(C(=O)C23CC4CC(CC(C4)C2)C3)CC1 (centres undefined) | 12 | 2 | -5 | -1 | 1.4 | -0.4 | -0.8 | -1.3 | 0.9 | -0.2 | -0.5
COC(=O)[C@H](CCSC)NC(=O)Cn1ccc(N)nc1=O | 6 | 0 | 1 | 1 | 3.1 | -2.4 | 0.9 | -1.1 | -1.4 | 0.1 | -0.1
CN(C(=O)c1cccc(NC(=O)Cc2ccc(NC(=O)C3CCN(C(=O)C4CC4)CC3)cc2)c1)C1CCC1 | 7 | 0 | 1 | -3 | -0.4 | -0.1 | -1.9 | -0.2 | 0.8 | 1.1 | 5.0*
O=C(CCc1nc2ccccc2s1)NC1CCOC1=O (centres undefined) | 4 | -3 | -7 | 3 | -2.4 | -0.3 | 1.4 | -1.5 | 0.8 | 0.3 | -0.1
CC(=O)NS(=O)(=O)c1ccc(NC(=O)c2ccc3c(c2)C(=O)N(CCC(C)C)C3=O)cc1 | -36 | 1 | 0 | -1 | 0.7 | -1.4 | 0.5 | -2.0 | -2.1 | 3.6 | -0.1
CCN1CCN(C(=O)NC2CCCCC2)CC1 | 10 | -7 | 5 | -2 | -1.9 | -0.2 | 1.7 | -1.3 | -1.5 | -1.0 | 0.1

The final 2 records of the part above are carried over, then new ones follow:
SMILES | HGIII-sPLA2 inh | PLCb3 inh | Rev-erbA mod | SMARCA2 act | hgDAF-12 ag | PG9 binder | DAX1 inh-1 | ssDAF-12 act | hcDAF12 agonist | GAA850 FXN act | DAX1 inh-2
CC(=O)NS(=O)(=O)c1ccc(NC(=O)c2ccc3c(c2)C(=O)N(CCC(C)C)C3=O)cc1 | -36 | 1 | 0 | -1 | 0.7 | -1.4 | 0.5 | -2.0 | -2.1 | 3.6 | -0.1
CCN1CCN(C(=O)NC2CCCCC2)CC1 | 10 | -7 | 5 | -2 | -1.9 | -0.2 | 1.7 | -1.3 | -1.5 | -1.0 | 0.1
Nc1c(Cl)cc2c(c1Br)Cc1ccccc1-2 | 2 | 0 | 0 | -2 | 6.4 | 0.0 | 0.5 | 0.0 | 2.7 | 0.0 | 2.6
COc1ccc(S(=O)(=O)N2CCOCC2)cc1NC(=O)COc1ccc(C)cc1 | -6 | -1 | -13 | -3 | 0.1 | 0.3 | -1.8 | -1.4 | -0.8 | -0.5 | 0.1
O=C(NCCC1=CCCCC1)c1c(O)nc2ccccn2c1=O | 4 | -24 | 1 | 0 | 1.7 | 1.7 | 0.9 | -0.9 | -0.3 | 2.8 | 1.2
CS(=O)(=O)c1cccc(C(=O)Oc2ccccc2)c1 | 7 | 4 | -2 | -1 | -1.9 | 0.5 | 1.1 | -0.8 | 0.5 | 0.3 | 0.7
C=CCC1(CC=C)CCCN1C(=O)C1CCC(=O)N(CCc2ccc(OC)cc2)C1 (centres undefined) | 4 | -8 | 0 | 1 | 13* | 1.1 | 2.4 | -0.6 | 3.7 | 3.1 | 2.5
COCCCN(C(=S)Nc1cc(Cl)cc(Cl)c1)C(C)c1ccccn1 (centres undefined) | 1 | 2 | -3 | 1 | -2.9 | -2.6 | 1.9 | -1.3 | -0.9 | -0.4 | 0.0
CC(=O)N1c2ccccc2Oc2cc3ccccc3cc21 | -2 | 1 | 1 | 2 | 5.8 | 0.6 | 2.1 | -0.4 | 5.7* | 4.9 | 0.7
Cc1ccc(-c2cc(NC(=O)CCl)n(-c3ccccc3)n2)cc1 | -6 | 0 | -2 | 1 | -3.4 | -0.1 | -1.0 | -1.3 | -1.1 | -0.7 | -1.6
CCOC(=O)N1CCN(C(=O)C2CCN(C(=O)c3ccccc3C)CC2)CC1 | 2 | -16 | 6 | 6 | -0.6 | 0.3 | -0.5 | 0.2 | 1.6 | 6.4 | -1.6
CC(OC(=O)c1c(F)cccc1F)C(=O)NCCC1=CCCCC1 (centres undefined) | -2 | -4 | -7 | -3 | 0.3 | 1.4 | 0.7 | -0.9 | -0.4 | -0.7 | -0.2
Cc1cccc(NCCNc2cccc(C)c2)c1 | 7 | -2 | 2 | 3 | 0.3 | -0.8 | -1.2 | -1.2 | 1.3 | 2.6 | 0.2
Cc1nc(-c2ccccc2)cc(=O)[nH]1 | -3 | 2 | 3 | 4 | 1.8 | -1.0 | 1.6 | -1.3 | -0.7 | 2.3 | 0.0
CC1CN(CC(=O)N2CCc3[nH]c4ccccc4c3C2)CC(C)O1 (centres undefined) | -6 | -199 | -1 | 3 | -0.5 | -1.7 | 1.3 | -1.1 | 0.2 | -1.2 | 0.1
Cc1ccc(C(=O)NNC(=O)c2ccc(S(=O)(=O)N(C)c3ccccc3)cc2)cc1 | -15 | -12 | 4 | -2 | -0.2 | 2.6 | -0.1 | -0.3 | -1.9 | 2.3 | -1.1
C[C@H]1COc2cc(N3CCOCC3)ccc2S(=O)(=O)N1 | 13 | -4 | 4 | -4 | 5.1 | 0.3 | / | -0.9 | -0.1 | / | -0.7
O=C(Oc1ccc(-c2nnco2)cc1)N(c1ccccc1)c1ccccc1 | -1 | -3 | 2 | -3 | -1.7 | -0.7 | 0.7 | -1.2 | -1.7 | 3.1 | 0.1
CNCc1c(OCc2ccccc2)ccc2ccccc12 | 10 | -4 | 3 | -3 | -2.5 | 0.5 | -0.8 | -2.1 | -2.2 | -5.3 | 0.3
CN(C(=O)c1cc2c(=O)n3ccccc3nc2s1)C1CCCCC1 | -1 | i | -1 | 5 | 13* | 0.3 | 1.1 | 0.6 | 5.2 | 8.4* | 8.9*
Cc1cc(NC(=O)CSc2nc3ccsc3c(=O)n2CCCC(=O)NCCc2ccccc2)no1 | 1 | -6 | 0 | -5 | 0.1 | 0.4 | -0.8 | -0.9 | -3.4 | 0.8 | -0.3
COc1ccc(CCN=CC2=C(O)CC(C)(C)CC2=O)cc1 | 1 | -2 | 6 | 1 | 0.0 | -1.4 | -1.3 | -1.7 | -1.4 | -0.6 | -0.4
CCOc1ccc(N=C2SC(C(=O)Nc3ccccc3C#N)C(N)=C2C(=O)Nc2ccc(Cl)cc2)cc1 (centres undefined) | -10 | -15 | -1 | 0 | -0.6 | -0.6 | 0.2 | -1.4 | 1.3 | -1.9 | 0.5
CC(C)OC(=O)c1ccc2ccc(-c3ccccc3)nc2c1 | 1 | -2 | -1 | 6 | 9.2 | 1.7 | / | 0.6 | 2.2 | / | 8.4*
Cc1ccc(-c2nnn(CC(=O)N(CC(=O)NC3CCCC3)c3cnc4ccccc4c3)n2)o1 | -9 | -37 | 7 | -2 | -3.4 | -0.4 | 1.3 | -1.9 | -1.9 | 4.2 | -0.6
